TEAD-YAP block: TEAD-YAP interaction inhibition. HEK-TIYL cells, TEAD-Gal4/YAP UAS-luciferase luminescence. inhibition, % at 9.12 µM. 1.4% of 640,000 active; in the data active means inhibition above about 32%;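 further: 0% = median of test compound wells and 100% = reference inhibitor wells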
MITF primary: human MITF inhibition, primary screen. O75030. AlphaScreen MITF homodimerization, bead proximity signal. inhibition, % at 2.6 µM. 0.91% of 650,000 active. AID 1259374; in the data active means inhibition above about 50%;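 further: 0% = vehicle wells with protein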
FBW7 act: activators of human E3 ligase FBW7; Q969H0; AlphaScreen FBW7–phospho-cyclin E peptide binding, activator screen; normalized activity (activation), % at 26.1 µM; 0.13% of 650,000 active; AID 1259310; in the data active means normalized activity above about 1.9%;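 further: purified mutant Fbw7 with reduced substrate affinity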
GPR151 activ: activates the human receptor GPR151; AID 1508602; activation, % at 11.2 µM; PathHunter beta-arrestin GPR151 cells, luminescence; 1% of 650,000 active; in the data active means activation above about 4.9%;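 further: 0% = median of compound wells and 100% = cells with positive control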
Target sequence (Q8TDV0 whole entry, looked up): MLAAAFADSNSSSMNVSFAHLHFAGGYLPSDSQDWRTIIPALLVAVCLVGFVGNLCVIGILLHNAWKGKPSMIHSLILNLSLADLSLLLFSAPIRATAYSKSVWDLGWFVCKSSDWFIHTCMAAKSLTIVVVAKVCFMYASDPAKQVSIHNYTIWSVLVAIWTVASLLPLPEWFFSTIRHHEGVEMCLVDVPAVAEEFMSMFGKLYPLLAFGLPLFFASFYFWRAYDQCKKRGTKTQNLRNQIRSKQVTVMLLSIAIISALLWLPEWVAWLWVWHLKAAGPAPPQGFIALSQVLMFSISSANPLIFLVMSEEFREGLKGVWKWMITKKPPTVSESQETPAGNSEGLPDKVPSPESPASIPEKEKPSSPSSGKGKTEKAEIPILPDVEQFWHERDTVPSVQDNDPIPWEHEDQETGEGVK
The depositor's hits bear a star.

Every second line gives: TEAD-YAP block | FBW7 act | MITF primary | GPR151 activ
- Cc1ncc(CN2CCC(Oc3cccc(C(=O)N4CCCC4)c3)CC2)s1
    -1.0 | 0.0 | 5.5 | -0.4
- COc1ccccc1NC(=O)/C=C/c1cc(Br)cs1
    24.0 | 0.2 | 23.6 | -1.5
- CCC1(C)Cc2c(sc3nn[nH]c(=O)c23)CO1 (configuration not stated)
    3.4 | -0.1 | 94.3* | 0.9
- N#Cc1ccc(NC(=O)c2nn3c(c2Cl)NC(c2ccc(Cl)cc2)CC3C(F)(F)F)cc1 (configuration not stated)
    -5.1 | 0.5 | -8.2 | 0.0
- O=S(=O)(c1cccc2cccnc12)N1CCC(CO)(CCOc2ccccc2)CC1
    -11.1 | -0.1 | -5.7 | 0.5
- Cc1ccc2c(c1)C1CC(C)(O2)N(c2cccc(Cl)c2)C(=O)N1 (configuration not stated)
    6.9 | 0.8 | 7.7 | -0.6
- Cc1ccc(C(=O)NCCc2nnc3ccc(SCc4ccc(F)cc4)nn23)cc1
    4.5 | -0.1 | -2.4 | 2.3
- Cc1nn(C)c(C)c1NC(=O)Cn1nc2c(C)cc3ccccc3n2c1=O
    -10.7 | 0.6 | -6.4 | -1.5
- Cc1cc(-c2ccc(NC(=O)c3ccc(Br)cc3)c(C)c2)ccc1NC(=O)c1ccc(Br)cc1
    -3.3 | 0.2 | 1.0 | 0.1
- COc1ccc(Oc2coc3c(CN(CC(C)C)CC(C)C)c(O)ccc3c2=O)cc1
    0.4 | -0.1 | 2.7 | -1.6
- CN1C(C(=O)N2CCN(C(=O)c3ccco3)CC2)=CC(c2ccc(F)cc2)=NS1(=O)=O
    -8.1 | 0.7 | 13.1 | -0.5
- Cc1ccc(CN2CCC(CO)(Cc3ccc(Cl)cc3)CC2)o1
    -3.5 | 0.8 | 15.7 | 1.3
- CC(C)(C)NC(=O)Cn1nnc(-c2ccc(OCc3c(F)cccc3Cl)cc2)n1
    -8.5 | 0.2 | 0.2 | -1.4
- Cc1cc(C)nc(NC(=O)Cc2c(F)cccc2Cl)c1
    -4.4 | -0.1 | 5.3 | -0.5
- CCOC(=O)C1CCCN(c2ccc(NC(=O)c3snc4c(=O)[nH]cnc34)cc2)C1 (configuration not stated)
    -7.0 | -0.2 | 0.6 | 7.4*
- CC(=O)c1c(C)oc2ccc(N(C(=O)c3ccc(Cl)cc3)S(=O)(=O)c3ccc(Cl)cc3)cc12
    -0.8 | 0.5 | 0.9 | 1.1
- COc1ccc(CCNC(=O)Nc2ccccc2OC)cc1
    -9.1 | 0.3 | -2.7 | -0.4
- CC1CCCN(C(=O)c2ccc(SCc3cccc(F)c3)c([N+](=O)[O-])c2)C1 (configuration not stated)
    9.3 | 0.1 | -6.1 | 0.6
- CCN(CC)S(=O)(=O)c1ccc(NC(=O)COc2ccc(Cl)cc2)cc1
    -1.7 | 0.3 | 19.6 | -0.4
- COc1cc(/C=C2/N=C3CCCCCN3C2=O)cc(OC)c1OC
    -13.4 | -0.1 | -1.4 | -0.9
- O=C(C1CC(=O)N(c2ccc(F)cc2)C1)N1CCn2c(nnc2C2CC2)C1 (configuration not stated)
    -0.1 | -0.1 | 0.8 | 1.9
- O=C(Nc1cccc(Br)c1)C1CCN(C(=O)c2cccc(Cl)c2)CC1
    -3.0 | -0.1 | -3.4 | 1.1
- C/C(=N/NC(=O)c1ccc(C)nc1)c1ccco1
    -7.1 | 0.1 | 13.0 | -0.1
- COc1ccc(NC(=O)CCCn2c(=S)[nH]c3ccccc3c2=O)cc1
    1.4 | -0.1 | 1.5 | -1.1
- Cc1ccc2[nH]c3c(c2c1)CCCC3NCc1ccc(F)cc1 (configuration not stated)
    48.9* | -0.1 | 13.1 | 14.0*
- O=C1CC(c2nnc(Cc3ccc4c(c3)OCO4)o2)CN1c1ccccc1 (configuration not stated)
    0.8 | -0.2 | 0.3 | 0.3
- COc1ccc2c(c1)CC(C(=O)Nc1nc3ccc(-c4cn[nH]c4)cc3s1)CO2 (configuration not stated)
    19.7 | 0.7 | 13.9 | -0.9
- CCOC(=O)c1c(COC(C)=O)n(C)c2cc(Br)c(OC)cc12
    5.7 | 0.3 | -3.0 | 0.4
- Cc1ccc(OCC(=O)Nc2ccc(-c3nc4cc(C)ccc4o3)cc2)c(C)c1
    -1.5 | 0.2 | 10.0 | -0.7
- CC(=O)C12c3ccccc3C(c3ccccc31)C1C(=O)N(c3ccc(Cl)cc3[N+](=O)[O-])C(=O)C12 (configuration not stated)
    -6.6 | 0.2 | 17.2 | -1.0
- O=C(c1cnn(-c2ccccc2)n1)N1CCN(c2ccc(-c3cccs3)nn2)CC1
    -1.4 | 0.1 | 6.1 | 1.7
- O=C(NCC1CCCN(C(=O)c2ccoc2)C1)c1ccc(F)cc1 (configuration not stated)
    1.3 | 0.1 | 1.6 | -0.2
- Cc1ccc(N2C(=O)CC(Cc3ccccc3)C2=O)cc1 (configuration not stated)
    -16.3 | 0.0 | 11.3 | 3.9
- O=C(O)c1ccc(Oc2ccc(C(=O)c3ccc4c(c3)C(=O)N(c3ccc([N+](=O)[O-])cc3)C4=O)cc2)cc1
    8.6 | -0.2 | -4.2 | -0.2
- CC1(C)CC(=O)c2sc(NC(=O)CSc3ccc(F)cc3)nc2C1
    3.1 | -0.1 | -4.9 | 1.6
- CCN(CC)CCN1C(=O)C2C(C(=O)Nc3cc(C)cc(C)c3)C3C=CC2(O3)C1C(=O)NC1CCCCC1 (configuration not stated)
    12.4 | 0.0 | -12.0 | 2.0
- CCN(CC)C(=O)CSc1nc2ccc([N+](=O)[O-])cc2s1
    -16.5 | 0.0 | 10.9 | -1.0
- CCC(Sc1ncccc1C(=O)O)C(=O)N1CCOCC1 (configuration not stated)
    3.6 | 0.0 | 9.1 | -0.3
- CS(=O)(=O)N(CC(=O)O)c1cc(C(F)(F)F)ccc1Cl
    5.6 | -0.1 | 3.2 | 6.3*
- CC(=O)Nc1cccc(NS(=O)(=O)c2c(C)cc(C)cc2C)c1
    0.7 | -0.1 | -0.2 | -1.0
- COC(=O)CN(c1cccc(C)c1)C1SC(=O)N(c2ccc(F)cc2)C1=O (configuration not stated)
    0.7 | -0.1 | 2.1 | -0.9
- CC1CCN(CCn2c(=S)[nH]c3ccccc3c2=O)CC1
    -11.9 | -0.1 | -12.1 | -2.3
- CCOc1cc(OCC)c2c3c(c(=O)oc2c1)CCC3
    18.1 | -0.1 | -7.6 | 0.7
- COc1ccc(Cl)cc1S(=O)(=O)N1CCN(C(=O)COc2ccccc2)CC1
    -1.1 | -0.2 | -4.0 | 1.5
- O=C(O)Cc1ccccc1C(=O)O
    -2.4 | 0.0 | 17.6 | 0.5
- O=C1Nc2ccccc2/C1=N/n1c(-c2ccccc2)nc2ccccc2c1=O
    32.3* | -0.1 | -2.6 | 0.3
- COc1ccc2[nH]c3c(c2c1)CCOC31CCN(C(=O)NCCc2ccccc2)CC1
    -20.1 | -0.5 | 9.4 | 2.4
- CCCn1cc(CN2CCN(C)C(CCO)C2)c(C)n1 (configuration not stated)
    -5.0 | -0.1 | -13.8 | -0.6
- COc1cc(CO)ccc1OCc1ccccc1C
    -36.5 | 0.6 | 24.1 | 1.2
- COc1cc(OC)cc(C(=O)OCC(=O)NCC2CCCO2)c1 (configuration not stated)
    7.0 | 0.0 | 1.0 | -0.6
- CCN(CC)CCNc1nc(C(F)(F)F)nc2c1nnn2Cc1ccccc1
    4.5 | 0.0 | 12.1 | 0.1
- COc1ccc(/C=C2/C(=O)NC(=O)N(c3ccc(C(C)C)cc3)C2=O)cc1O
    -7.3 | 1.9* | 2.1 | -1.0
- CC1=C(c2ccc(C)cc2)S(=O)(=O)NC1=NCCC1=CCCCC1
    -2.2 | 0.0 | 15.6 | 0.6
- Cc1cc(C)c(N2C(=O)NC(=O)/C(=C/c3ccc([N+](=O)[O-])o3)C2=O)c(C)c1
    7.4 | -0.2 | 35.5 | -0.3
- COc1cccc(C(=O)Nc2cc(OC)c(Cl)cc2OC)c1
    3.2 | 0.1 | -9.1 | 0.1
- CCc1ccc(C2c3cc(N)ccc3-c3oc(N)nc32)cc1 (configuration not stated)
    6.9 | 0.0 | 2.8 | 1.7
- CC(=O)Oc1ccc2c(=O)c(Oc3ccc(Br)cc3)coc2c1
    -10.9 | 0.2 | -6.2 | 1.0
- O=C1CSc2ccc(C(=O)N3CCOCC3)cc2N1
    -4.3 | -0.1 | 7.8 | -0.6
- O=C(Nc1ccc(-c2nc3ccccc3o2)c(O)c1)c1ccc(Cl)cc1
    1.1 | -0.1 | -2.3 | 0.7
- O=C1CCCC(O)=C1N=Nc1ccc(S(=O)(=O)N2CCOCC2)cc1
    4.3 | 0.0 | 10.9 | 0.0

More records
Every second line gives: TEAD-YAP block | FBW7 act | MITF primary | GPR151 activ
- CC1=NN(C(=O)c2ccccc2)C(C)(NNC(=O)c2ccccc2)C1 (configuration not stated)
    -40.0 | -0.3 | -12.0 | 0.0
- Cc1cc(=O)nc2c3ccccc3n(C(C)C(=O)N3CCN(c4ccccc4)CC3)n12 (configuration not stated)
    -8.0 | -0.1 | 3.5 | 0.1
- Cc1cc(C)c(N2C(=O)c3ccc(C(=O)Nc4cccc(I)c4)cc3C2=O)c(C)c1
    6.5 | -0.1 | 9.4 | -0.8
- CCCC(C)(C)NC(=O)c1ccccc1
    -7.7 | 0.3 | -10.1 | -0.5
- COc1ccc2[nH]c(O)c(N=O)c2c1
    -10.3 | -0.1 | -7.2 | 3.0
- COc1ccc(OC)c(NC(=O)CSc2nnc(-c3ccc([N+](=O)[O-])cc3)n2C)c1
    -4.6 | -0.1 | 10.6 | 0.8
- Cc1ccc(-c2cc(C(=O)Nc3ccccc3C(N)=O)c3ccccc3n2)cc1C
    -25.0 | 0.1 | -2.5 | -0.1
- COc1ccc(-c2cnc(SCC(=O)NCC(C)C)n2Cc2ccco2)cc1
    3.4 | -0.1 | -3.3 | 0.5
- O=C(O)c1nn2c(C(F)(F)F)cc(-c3ccccc3)nc2c1Cl
    3.8 | 0.0 | -2.6 | -0.9
- CC1(C)CC(=O)C2=C(C1)OC1=C(C(=O)CC(C)(C)C1)C2c1ccc(F)cc1F
    8.6 | -0.1 | -2.5 | 0.1
- O=C1c2ccc(-c3nc4ccccc4c(=O)o3)cc2C(=O)N1c1ccccn1
    4.0 | -0.1 | 48.3 | -0.2
- COC(=O)c1ccc(OCCCN2CC(C)OC(C)C2)cc1 (configuration not stated)
    4.1 | -0.1 | 43.2 | -0.4

Screens: PubChem, The Scripps Research Institute Molecular Screening Center
